# Screens from PubChem.
# IL-1B inflam inh: qHTS for Inhibitors of Inflammasome Signaling: IL-1-beta AlphaLISA Primary Screen | actives 4.7% (n = 360,000) | THP-1 LPS/ATP IL-1B secretion, AlphaLISA, 16 h; hits give low values | activity change, % at 57.5 µM; in the data active = activity change below about -50%; inconclusive = mostly about -30% to -49%; also: % is scaled to controls: 0 for no effect and ±100 for the full control effect
#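 Secreted IL-1B measured by AlphaLISA bead assay after 16 h compound exposure of THP-1 cells; compounds (final up to 57.5 uM) added 1 h before LPS (250 ng/mL) and ATP (1.25 mM) stimulation; lower signal means less secretion.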
# D3 ag: qHTS of D3 Dopamine Receptor Agonist: qHTS; D(3) dopamine receptor (Homo sapiens), P35462; D3R DiscoveRx beta-arrestin cells, luminescence, 90 min; max activation, %; actives 0.58% (n = 410,000); in the data active = max activation above about 30%; also: 0% is about no effect; mostly tested at two doses, the higher about 12 µM
# Target sequence (P35462 whole entry, looked up): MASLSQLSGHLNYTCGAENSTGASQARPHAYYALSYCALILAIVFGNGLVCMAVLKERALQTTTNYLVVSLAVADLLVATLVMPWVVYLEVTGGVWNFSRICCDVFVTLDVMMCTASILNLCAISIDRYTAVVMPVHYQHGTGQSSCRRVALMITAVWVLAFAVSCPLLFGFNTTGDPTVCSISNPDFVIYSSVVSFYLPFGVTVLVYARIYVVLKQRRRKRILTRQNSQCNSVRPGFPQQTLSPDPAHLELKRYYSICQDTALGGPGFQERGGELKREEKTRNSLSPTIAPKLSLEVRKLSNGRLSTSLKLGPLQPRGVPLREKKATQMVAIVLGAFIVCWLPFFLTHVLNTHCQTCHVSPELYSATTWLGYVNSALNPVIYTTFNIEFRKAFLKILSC
#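 Agonist-mode cell screen: cells plated at 1500/well and incubated overnight at 37 °C, then exposed to library compounds for 90 min at 37 °C. Detection reagent was added for 30–60 min at room temperature, and luminescence was read.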
# GLP1R ag: qHTS of GLP-1 Receptor Agonists; Glucagon-like peptide 1 receptor (Homo sapiens), P43220; HEK293 GLP-1R CRE-luciferase, luminescence, 4-6 h; cells express a hypersensitive GLP-1R form; Potency, µM (series often up to 45.6 µM), inactives show at the highest dose activation, actives largely listed as activators; actives 0.007% (n = 380,000); also: potency is read from the fitted curve at half-maximal effect; % of control where 0% means no effect
# Target sequence (P43220 whole entry, looked up): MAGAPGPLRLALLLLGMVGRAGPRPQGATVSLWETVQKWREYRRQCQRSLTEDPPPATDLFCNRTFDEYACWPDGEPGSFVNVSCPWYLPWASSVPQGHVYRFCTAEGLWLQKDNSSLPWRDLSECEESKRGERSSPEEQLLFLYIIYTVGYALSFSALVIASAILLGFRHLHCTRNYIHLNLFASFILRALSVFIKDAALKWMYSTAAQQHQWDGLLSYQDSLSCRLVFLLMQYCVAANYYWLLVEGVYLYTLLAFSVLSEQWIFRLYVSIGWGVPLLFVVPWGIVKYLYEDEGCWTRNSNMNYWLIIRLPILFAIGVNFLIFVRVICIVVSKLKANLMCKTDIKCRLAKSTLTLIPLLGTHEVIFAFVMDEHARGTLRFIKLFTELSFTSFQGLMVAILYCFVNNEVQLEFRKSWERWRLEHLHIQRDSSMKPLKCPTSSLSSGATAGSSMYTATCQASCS
# KB-V1 cytotox: qHTS assay for MDR1-selective chemotherapeutics: Primary screen using the drug-selected MDR subline cells KB-V1. KB-V1 MDR cells viability, CellTiter-Glo, 72 h. Potency, µM (series often up to 46.1 µM), for inactives: top-dose activity change, negative = cytotoxicity, hits mostly cytotoxic. actives 3.4% (n = 400,000); also: potency is read from the fitted curve at half-maximal effect; % is scaled to controls: 0 for no effect and ±100 for the full control effect; nearly all actives have a fitted effect of over 60% in size
#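 qHTS viability screen in drug-selected KB-V1 MDR cells: 72 h compound treatment at 37 degrees C, ATP luminescence end point.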
# DRD3 antagonist: qHTS of D3 Dopamine Receptor Antagonist: qHTS; D3R cells, DiscoveRx beta-arrestin luminescence, antagonist mode; hits give low values; max response, negative = inhibition, %; actives 2.5% (n = 360,000); AID 652054, 2013; in the data active = max response below about -50%; inconclusive = no clear call, values can overlap the other calls; also: % is scaled to controls: 0 for no effect and ±100 for the full control effect; mostly tested at two doses, the higher about 12 µM
#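 Cells expressing the human receptor were seeded at 1500 cells/well, incubated overnight at 37 degrees C in 5% CO2, then exposed to library compounds with dopamine controls for 90 minutes at 37 degrees C before luminescent detection.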
# SW480 rerep: A quantitative high throughput screen for small molecules that induce DNA re-replication in SW480 colon adenocarcinoma cells | SW480 DNA re-replication, Hoechst DNA content imaging, 48 h | Potency, µM (top dose mostly 46.1 µM), for inactives: at the highest dose re-replication activation, most hits filed as activators | actives 1.8% (n = 340,000) | AID 624297, 2012; also: potency is read from the fitted curve at half-maximal effect; % of control where 0% means no effect; nearly all actives have a fitted effect of over 55% in size
#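 Quantitative HTS format with DMSO vehicle controls; 48 hr drug incubation at 37 C, then 40 min Hoechst staining and scanning imager measurement at 405 nm excitation.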
# HT1080-NT tox: qHTS for induction of synthetic lethality in tumor cells producing 2HG: qHTS for the HT-1080-NT fibrosarcoma cell line | HT-1080-NT fibrosarcoma viability, CellTiter-Glo ATP luminescence, 48 h | Potency, µM (highest dose often 46.1 µM), for inactives: top-dose activity, negative = less viability, actives largely listed as cytotoxic | actives 1.6% (n = 360,000) | AID 686970, 2013;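 also: NT is the 2HG producing partner of a matched IDH1 knockdown line; potency is read from the fitted curve at half-maximal effect; 0% = DMSO-treated cells and -100% = media-only wells without cells; nearly all actives have a fitted effect of over 55% in size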
#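 HT-1080-NT fibrosarcoma cells (2HG-overproducing), 750 cells/well in RPMI with 5% FBS, dosed after 2 h and incubated 48 h at 37C. CellTiter-Glo luminescence normalized to DMSO and no-cell wells; concentration-response curves fitted and classed.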
# HT1080 IDH1KD tx: qHTS for induction of synthetic lethality in tumor cells producing 2HG: qHTS for the HT-1080-IDH1KD cell line; HT-1080 IDH1 knockdown viability, ATP luminescence, 48 h; Potency, µM (series often up to 46.1 µM), without a hit: top-dose activity, negative = toxicity, actives largely listed as cytotoxic; actives 2% (n = 360,000);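 also: potency is read from the fitted curve at half-maximal effect; 0% = DMSO wells and -100% = cell-free medium wells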
#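 In this qHTS, HT-1080 cells depleted of IDH1 are exposed for 48 h at 37 °C to compound titrations. Toxicity is scored from CellTiter-Glo luminescence, with DMSO as full viability and medium alone as none.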
# KB-3-1 tox: qHTS assay for MDR1-selective chemotherapeutics: Primary screen using the parental adenocarcinoma cell KB-3-1 | KB-3-1 viability, CellTiter-Glo ATP luminescence, 72 h | Potency, µM (series often up to 46.1 µM), for inactives: at the top dose activity change, negative = cytotoxic, most hits filed as cytotoxic | actives 1.4% (n = 400,000) | AID 1347075, 2019; also: potency is read from the fitted curve at half-maximal effect; % is scaled to controls: 0 for no effect and ±100 for the full control effect; nearly all actives have a fitted effect of over 60% in size
#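 Parental KB-3-1 adenocarcinoma cells in phenol-red-free DMEM with 10% FBS were pin-treated with compounds at several concentrations, incubated 72 h at 37 °C, and viability read by CellTiter-Glo luminescence; concentration-effect curves were fitted after normalization.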
# Numbers without * were called inactive; u = inconclusive; x = not tested or not shown; & = joins results of further samples; [ ] = another dose, or the depositor's remark. Unless noted, calls follow the shape of the dose curve; as a rule, active = well fitted curve in the direction sought with a large enough effect; inconclusive = small, poorly fitted or top-dose-only effect, or another doubt; inactive = no such curve, though single readings can be large; an effect the other way counts as inactive or inconclusive.
SMILES,IL-1B inflam inh,D3 ag,GLP1R ag,KB-V1 cytotox,DRD3 antagonist,SW480 rerep,HT1080-NT tox,HT1080 IDH1KD tx,KB-3-1 tox
Cn1cc(C(=O)NCc2ccc(Cl)cc2)c(=O)c2cc(S(=O)(=O)N3CCOCC3)ccc21,30,1,1%,0%,3,2%,0%,0%,11%
O=C(Nc1cccc(C(F)(F)F)c1)c1csc([C@H]2C[C@H](O)[C@@H](CO)O2)n1,2,-14,5%,0%,0,x,3%,0%,0%
CC(c1nnc(SCC(=O)c2c(N)n(C3CC3)c(=O)[nH]c2=O)n1-c1ccc(F)cc1)N(C)C (configuration not stated),-4,2,-4%,-18%,-5,-4%,-1%,2%,1%
CCn1nnnc1SCC(=O)Nc1ccc2c(c1)OCCO2,11,-3,-8%,-3%,-3,-2%,15%,5%,13%
CN=C1SC(CC(=O)Nc2ccc(F)cc2F)C(=O)N1/N=C/c1ccc(OC(F)F)c(OC)c1 (configuration not stated),-5,14,22%,-3%,1,24%,-13%,-1%,-19%
CCOC(=O)C1CCN(c2ccc([N+](=O)[O-])c(C(C)=O)c2)CC1,33,0,6%,4%,1,-5%,-1%,0%,-17%
CC(C)CN(C(=O)c1cccc(S(=O)(=O)N2CCCCC2)c1)C1CCS(=O)(=O)C1 (configuration not stated),-11,4&6,-2%,-2%,-16,14%,-1%,-1%,9%
O=C(CS(=O)(=O)c1ccccc1)NCc1ccccc1,-6,1,-2%,30%,-9,-21%,4%,-4%,0%
CN(C)S(=O)(=O)N1CCCN(S(=O)(=O)N(C)C)CC1,0,-1,-4%,5%,-22,-3%,26%,8%,2%
CCN1CCCC1CN(Cc1cc2cc(C)cc(C)c2[nH]c1=O)C(=O)Nc1ccccc1OC (configuration not stated),u,-2,-3%,3%,-14,5%,-24%,u,-2%
C/C(=N\Nc1ncc(Cl)cc1Cl)c1ccccn1,0,2,2%,u,-7,-7%,u,0.23µM*,u
CCOc1ccc(NC(=O)CN2C(=O)NC(C)(c3ccc4c(c3)OCCCO4)C2=O)cc1OCC (configuration not stated),1,3,-4%,u,7,-26%,7%,8%,16%
O=[N+]([O-])c1ccccc1NC(=S)N/N=C/c1ccc(O)c(O)c1,25,16,13%,u,10,u,u,u,7%
COc1ccc(C(=O)NCCCn2ccnc2)cc1[N+](=O)[O-],21,1,-5%,0%,-4,7%,0%,-3%,0%
CCOC(=O)c1c(CCl)nc2ccccc2c1C,-5,0,5%,3%,20,-2%,-3%,-1%,-5%
CCC(=O)N1CCN=C1SCc1ccc(F)cc1,-9,6,-7%,-2%,0,-13%,7%,14%,-5%
COc1cccc(-c2cc(C(=O)NCC3CCCO3)c3cc(C)cc(C)c3n2)c1 (configuration not stated),-9,66*,9%,x,34,4%,1%,2%,x
COC(=O)C(C)Oc1ccc2c(-c3cccc([N+](=O)[O-])c3)cc(=O)oc2c1 (configuration not stated),13,2,-4%,3%,6,-16%,-1%,5%,-6%
COc1cc(S(=O)(=O)Nc2cccc(C(=O)O)c2)c(OC)cc1Cl,-2,-13,-11%,15%,-5,-7%,8%[9.24 µM],-9%,-3%
Cc1ccccc1Cn1ccc(=NCc2ccccc2)cc1,0,2,4%,-3%,4,5%,9%,15%,2%
CCCN1C(=O)c2ccc(C(=O)Nc3cc(C)ccc3O)cc2C1=O,-1,8,-24%,1%,0,-7%,-25%,u,1%
Cc1ccc(-n2c(SCC(=O)Nc3ccc4c(c3)OCCO4)nnc2-c2ccco2)cc1,-3,8,3%,-23%,-1,-4%[9.22 µM],-4%,2%,-10%
Cc1csc(=Nc2cccnc2)n1Cc1ccco1,-29,-8,21%,1%,-15,-3%,u,-13%,0%
O=C1[C@@H]2CSCN2C(=O)CN1CCc1cccc(F)c1,-11,3,1%,0%,-20,-2%,3%,3%,-1%
CC(C)C(NC(=O)CSc1ccc(Cl)cc1)C(C)C,10,7,3%,u,24,-1%,7%,0%,-3%
Nc1cccc(N=[N+]([O-])c2cccc(N)c2)c1,-23,-4,13%,-8%,2,-1%,2%,1%,-2%
CCCCN(CC)C(=O)C1CCC(=O)N(c2ccc(OC)cc2)C1c1ccc(OC)c(OC)c1 (configuration not stated),25,2,-5%,16%,5,2%,-9%,5%,10%
CCOC(=O)N1CCN(c2c(-c3ccc(C)cc3)c(=O)c2=O)CC1,34,3,0%,u,6,-15%,19%,25%,15%
COc1ccc(-c2cc(C(F)(F)F)n3nc(C(=O)NCc4ccco4)cc3n2)cc1OC,25,0,9%,4%,33,u,u,u,-1%
Cc1ccc2cc(C(c3nnnn3C3CCCC3)N(Cc3cccnc3)Cc3ccco3)c(=O)[nH]c2c1 (configuration not stated),u,1,3%,u,16,u,u,-25%,-2%

# Part of the list above, limited to HT1080 IDH1KD tx and D3 ag:
Compound,HT1080 IDH1KD tx,D3 ag
CCCN1C(=O)c2ccc(C(=O)Nc3cc(C)ccc3O)cc2C1=O,u,8
Cc1ccc(-n2c(SCC(=O)Nc3ccc4c(c3)OCCO4)nnc2-c2ccco2)cc1,2%,8
Cc1csc(=Nc2cccnc2)n1Cc1ccco1,-13%,-8
O=C1[C@@H]2CSCN2C(=O)CN1CCc1cccc(F)c1,3%,3
CC(C)C(NC(=O)CSc1ccc(Cl)cc1)C(C)C,0%,7
Nc1cccc(N=[N+]([O-])c2cccc(N)c2)c1,1%,-4

# The listing continues.
SMILES,IL-1B inflam inh,D3 ag,GLP1R ag,KB-V1 cytotox,DRD3 antagonist,SW480 rerep,HT1080-NT tox,HT1080 IDH1KD tx,KB-3-1 tox
Fc1ccc(-c2cc(C(F)(F)F)nc(-n3cncn3)n2)cc1,-29,4,1%,-1%,-20,-1%,18%,1%,-1%
CC(=O)N(CCC(c1ccco1)C(C)C)Cc1ccc(OC(C)C)cc1 (configuration not stated),23,-1,18%,17%,5,4%,3%,-3%,0%
CCc1nnc(NC(=O)CSc2nccn2-c2cccc(C)c2C)s1,49,4,10%,0%,3,u,-30%,u,u
COc1ccc2cc(C(=O)N3CCN(c4cccc(C)c4C)CC3)[nH]c2c1,-3,-2,9%,4%,-15,0%,-2%,0%,-3%
O=C(/C=C/c1ccccc1)Oc1coc(CSc2ncccn2)cc1=O,14,11,14%,-1%,-20,-6%,-14%,-11%,5%
COCCNC(=O)c1onc(CSc2ccc(F)c(F)c2)c1C(=O)O,34,19,8%,4%,3,u,2%,-5%,4%
COC(=O)CN1C(=S)N(c2ccc(Cl)cc2)C(=O)C1CC(=O)Nc1ccccc1 (configuration not stated),0,5,-14%,u,-4,u,8%,9%,-1%
NC(=O)C1(N2CCCCC2)CCN(C(=O)CSc2nc3ccccc3o2)CC1,-14,1,-4%,u,-9,1%,-4%,2%,10%
CCCn1c(Nc2ccccc2)nc2ccccc21,-11,-2,-6%,-5%,3,15%,8%,7%,21%
CC(C)C[C@H](N)c1nnc(SCc2ccc(Cl)cc2Cl)o1,x,-5,2%,u,x,x,x,x,-1%
CCCNC(=O)c1cc(C2CCCCN2S(=O)(=O)c2cccc3cccnc23)on1 (configuration not stated),6,3,20%,1%,14,x,16%,8%,0%
Cc1cc(OCC(=O)N2CCN(c3ccccc3)CC2)c2c(C)c(C)c(=O)oc2c1,3,-8,-6%,0%,38,-13%,14%,-3%,9%
CCC(=O)Nc1ccc2c(c1)C(=O)c1ccccc1C2=O,0,-7,3%,-13%,40,0%,-3%,-22%,-14%
Cc1cccc(-c2nsc(SCC(=O)Nc3nccs3)n2)c1,14,-3,-6%,6%,-14,18%,-7%,-6%,3%
COc1ccc(NC(=S)N2CCC(c3ccccc3)C2)cc1 (configuration not stated),-19,1,2%,-2%,-4,-2%,7%,6%,3%
Cc1sc(NC(=S)NC(=O)c2ccccc2)c(C#N)c1C,-7,4,10%,3%,39,u,22%,u,8%

# Filtered by structure: the compounds so far with a nitro group on carbon (four)
SMILES,IL-1B inflam inh,D3 ag,GLP1R ag,KB-V1 cytotox,DRD3 antagonist,SW480 rerep,HT1080-NT tox,HT1080 IDH1KD tx,KB-3-1 tox
CCOC(=O)C1CCN(c2ccc([N+](=O)[O-])c(C(C)=O)c2)CC1,33,0,6%,4%,1,-5%,-1%,0%,-17%
O=[N+]([O-])c1ccccc1NC(=S)N/N=C/c1ccc(O)c(O)c1,25,16,13%,u,10,u,u,u,7%
COc1ccc(C(=O)NCCCn2ccnc2)cc1[N+](=O)[O-],21,1,-5%,0%,-4,7%,0%,-3%,0%
COC(=O)C(C)Oc1ccc2c(-c3cccc([N+](=O)[O-])c3)cc(=O)oc2c1 (configuration not stated),13,2,-4%,3%,6,-16%,-1%,5%,-6%

# One compound at a time, from the list above.
# O=C(Nc1cccc(C(F)(F)F)c1)c1csc([C@H]2C[C@H](O)[C@@H](CO)O2)n1 is listed as IL-1B inflam inh = 2; D3 ag = -14; GLP1R ag = 5%; KB-V1 cytotox = 0%; DRD3 antagonist = 0; SW480 rerep = x; HT1080-NT tox = 3%; HT1080 IDH1KD tx = 0%; KB-3-1 tox = 0%
# Cn1cc(C(=O)NCc2ccc(Cl)cc2)c(=O)c2cc(S(=O)(=O)N3CCOCC3)ccc21 is listed as IL-1B inflam inh = 30; D3 ag = 1; GLP1R ag = 1%; KB-V1 cytotox = 0%; DRD3 antagonist = 3; SW480 rerep = 2%; HT1080-NT tox = 0%; HT1080 IDH1KD tx = 0%; KB-3-1 tox = 11%

# Rows were taken by chance. Share with any hit: about 12%.
